TRPC4 agonist: activators of mouse TRPC4 channel, primary screen, Fluo4 calcium, HEK293 TRPC4beta/mu-opioid cells; Short transient receptor potential channel 4 (Mus musculus), Q9QUQ5; Fluo4 calcium fluorescence; active compounds read high; B-score at 10 µM; 310,000 compounds, 0.49% hits;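 active = B-score above 5 SD of library B-scores, and initial fluorescence ratio not above library mean plus 5 SD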;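 note: positive B-score marks a calcium rise read as TRPC4 activation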
Target sequence (Q9QUQ5 whole entry, looked up): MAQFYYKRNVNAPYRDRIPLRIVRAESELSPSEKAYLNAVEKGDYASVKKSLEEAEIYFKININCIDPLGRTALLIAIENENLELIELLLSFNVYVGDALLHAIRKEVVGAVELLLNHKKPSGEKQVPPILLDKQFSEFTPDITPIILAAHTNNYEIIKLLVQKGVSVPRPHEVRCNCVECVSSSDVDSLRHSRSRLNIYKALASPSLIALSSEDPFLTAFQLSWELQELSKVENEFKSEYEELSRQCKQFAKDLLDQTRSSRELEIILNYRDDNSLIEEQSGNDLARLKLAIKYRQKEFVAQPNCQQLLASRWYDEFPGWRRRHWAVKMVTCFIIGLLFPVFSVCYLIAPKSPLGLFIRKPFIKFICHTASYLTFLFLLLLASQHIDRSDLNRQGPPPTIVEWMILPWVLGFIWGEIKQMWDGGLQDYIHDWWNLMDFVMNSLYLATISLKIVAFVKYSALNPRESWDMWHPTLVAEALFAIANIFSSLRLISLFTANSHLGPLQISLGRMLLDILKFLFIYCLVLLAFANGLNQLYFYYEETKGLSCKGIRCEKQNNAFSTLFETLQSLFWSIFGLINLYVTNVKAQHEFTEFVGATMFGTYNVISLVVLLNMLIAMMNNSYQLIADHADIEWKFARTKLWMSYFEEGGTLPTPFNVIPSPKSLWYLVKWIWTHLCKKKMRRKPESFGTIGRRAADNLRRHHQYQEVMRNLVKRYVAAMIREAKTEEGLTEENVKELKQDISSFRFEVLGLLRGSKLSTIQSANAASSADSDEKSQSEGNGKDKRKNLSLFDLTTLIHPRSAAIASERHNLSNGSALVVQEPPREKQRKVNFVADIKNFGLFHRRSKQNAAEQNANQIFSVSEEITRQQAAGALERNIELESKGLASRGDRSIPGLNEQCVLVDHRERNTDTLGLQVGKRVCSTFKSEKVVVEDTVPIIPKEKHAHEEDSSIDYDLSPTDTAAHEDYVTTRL
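Assay system: HEK293 cells stably co-expressing mouse TRPC4beta and mu-opioid receptor / Timing: Fluo4 dye loading 45 min at room temperature, 110 s recording / Signal: Fluo4 calcium-sensitive dye fluorescence, kinetic, 1 Hz baseline / Read-out: integrated baseline-normalised fluorescence ratio, converted to per-well B score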
HIF activator: HIF pathway transcriptional activators, primary screen, cell-based, U2OS HRE-luciferase, luminescence. U2OS HRE-luciferase reporter; normalized: DMSO 0%, desferrioxamine 100%. activation, % at 7.5 µM (by protocol). 300,000 compounds, 0.32% hits;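 active = mean activation of at least 10% of the iron chelator positive control signal, with at least half of replicates also reaching 10%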
TRPC6 act: mouse TRPC6 channel activators, primary screen, cell-based, HEK293, membrane potential dye. AID 2550, 2010. Short transient receptor potential channel 6 (Mus musculus), Q61143. 310,000 compounds, 0.13% hits. B-score at 10 µM. HEK293-TRPC6 membrane potential dye fluorescence; active compounds read high;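 active = B-score of the integrated fluorescence ratio above library mean plus 3 SD, and starting fluorescence ratio within library mean plus 5 SD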;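 note: higher score means more depolarization so channel activation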
AI-2 QS modul: Vibrio harveyi AI-2 quorum sensing modulators, primary screen, JMH597 strain, luminescence/OD600 ratio. Vibrio harveyi JMH597 AI-2 luminescence/OD600 ratio, 9 h; active compounds read low; strain lacks LuxN and CqsS sensors; 0 = neutral-control median. activity change, % at 7.5 µM. 300,000 compounds, 0.4% hits. AID 2094, 2009; in the data active = activity change below about -75%, passing the limit was not always enough;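 note: luminescence divided by OD600 gain over 9 h not by final OD600 alone; inactives centre near 13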
MrgX1 allo act: positive allosteric modulators of MrgX1, primary screen, HEK293 cells, Fluo-4 calcium flux; 310,000 compounds, 0.63% hits; B-score at 10 µM; AID 588675, 2011; FDSS; active compounds read high; Mas-related G-protein coupled receptor member X1 (Homo sapiens), Q96LB2;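 active = plate-corrected calcium response at least 3 library SD above typical, normal starting fluorescence, not activating the receptor alone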;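 note: compound read alongside a low EC10 to EC30 dose of BAM8-22 agonist; peak minus trough fluorescence over baseline measured at the second addition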
TRPC4 inh: inhibitors of mouse TRPC4 channel, primary screen, Fluo4 calcium, HEK293 TRPC4beta/mu-opioid cells; Short transient receptor potential channel 4 (Mus musculus), Q9QUQ5; DAMGO-evoked Fluo4 calcium flux; active compounds read low; B-score at 10 µM; 300,000 compounds, 0.39% hits; AID 2247, 2010;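 active = B-score over 3 SD under the library average, no early fluorescence shift, positive overall ratio signal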
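test system = HEK293 cells with stable TRPC4beta plus mu-opioid receptor expression | detection = Fluo4 Ca2+ flux fluorescence | read-out = integrated fluorescence ratio relative to baseline, converted to per-well B score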
TRPC6 inh: mouse TRPC6 channel inhibitors, primary screen, cell-based, HEK293, membrane potential dye; Short transient receptor potential channel 6 (Mus musculus), Q61143; B-score at 10 µM; ACh-evoked depolarization; active compounds read low; 310,000 compounds, 1.1% hits;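 active = B-score under library mean minus 3 SD, initial fluorescence not abnormally high, positive integrated signal ratio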;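 note: B-score derived from integrated fluorescence ratio over the kinetic read; more negative B-score means stronger inhibition of depolarization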
PolyA inhibitor: polyadenylation inhibitors in yeast reporter cells, primary screen, luminescence, S. cerevisiae | 300,000 compounds, 0.02% hits | calls only at 12 µM | S. cerevisiae SKY197-pL101 polyadenylation reporter, beta-gal luminescence; efflux-impaired pdr1/pdr3 knockout yeast; score 100 = 6 SD above DMSO;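 active = lowest replicate activity score at least 50, where 100 means six control SD above control mean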;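 note: yeast exposed to compound for 9 h at 30 °C; higher score means more reporter readthrough which indicates perturbed polyadenylation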
MrgX1 ag: agonists of human MrgX1 receptor, primary screen, HEK293 cells, Fluo-4 calcium flux. Mas-related G-protein coupled receptor member X1 (Homo sapiens), Q96LB2. Fluo-4 calcium fluorescence, agonist mode; active compounds read high. B-score at 10 µM. 310,000 compounds, 0.44% hits;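 active = calcium response B-score plate-corrected fluorescence ratio at least 3 library SD, with starting fluorescence B-score inside 5 SD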
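Material: HEK293 cells stably expressing human MrgX1 receptor | Quantity: 15,000 cells per well | Times: Cells plated overnight, dye loaded 0.5 h 37 °C, 0.5 h room temperature | Measured by: Kinetic Fluo-4 NW fluorescence of intracellular calcium | Control set: Positive and negative controls per plate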
MrgX1 antag: antagonists of human MrgX1 receptor, primary screen, HEK293 cells, Fluo-4 calcium flux. AID 588676, 2011. 310,000 compounds, 1.3% hits. B-score at 10 µM. BAM8-22 antagonism; active compounds read low;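 active = calcium-response B-score plate-corrected more than 3 library SD below zero, starting fluorescence within 5 deviations, no agonist response on first addition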;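 note: peak minus trough fluorescence over baseline after final BAM8-22 challenge near maximal dose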
TRPC4 PAM: positive allosteric modulators of TRPC4, primary screen, cell-based, mouse TRPC4beta, HEK293 mu-opioid, Fluo-4 calcium; DAMGO EC20, Fluo-4 Ca2+ flux; active compounds read high; Short transient receptor potential channel 4 (Mus musculus), Q9QUQ5; B-score at 10 µM; AID 2227, 2009; 310,000 compounds, 0.42% hits;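 active = B-score of calcium response area above 5 SD of library B-scores, with initial fluorescence ratio within 5 SD of library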;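 note: B-score of integrated fluorescence ratio over time as area under calcium response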
The depositor's hits bear a star; i = inactive; . = not tested or not shown.

Results follow in this order: TRPC4 agonist, HIF activator, TRPC6 act, AI-2 QS modul, MrgX1 allo act, TRPC4 inh, TRPC6 inh, PolyA inhibitor, MrgX1 ag, MrgX1 antag, TRPC4 PAM
1: CCOC(=O)N1CCC(Nc2c(Nc3ccc(F)cc3)c(=O)c2=O)CC1
  i, -0.3, i, 13.4, i, i, i, i, i, i, i
2: CCC(Oc1ccccc1)C(=O)NCc1cccnc1 (stereo unspecified)
  i, 0.5, i, 22.1, i, i, i, i, i, i, i
3: COCCN(CC1CCCN(C2Cc3ccccc3C2)C1)C(=O)CCC(C)=O (stereo unspecified)
  i, 1.0, i, 6.2, i, i, i, i, i, i, i
4: CCOc1ccccc1C(=O)NCC(=O)NCCCc1ccccc1
  i, -0.1, i, ., i, i, i, i, i, i, i
5: COc1ccc(CCNC(=O)C2CCCN(S(=O)(=O)c3ccc(F)cc3)C2)cc1OC (stereo unspecified)
  i, 1.3, i, 28.2, i, i, i, i, i, i, i
6: Clc1c(Cl)c(Cl)c2n[nH]nc2c1Cl
  i, 0.4, i, ., i, i, i, i, i, -6.97*, i
7: CCNC(=O)COC(=O)CCC(=O)c1cccs1
  i, -0.7, i, 11.8, i, i, i, i, i, i, i
8: Cc1cc(C(=O)N/N=C2\CCCC(=O)C2)c(C)n1-c1ccccc1
  i, 0.7, i, 5.7, i, i, i, i, i, i, i
9: CCOC(=O)C(C)On1c(-n2nc(C)cc2C)nc2ccccc2c1=O (stereo unspecified)
  i, -8.0, i, 45.2, i, i, i, i, i, i, i
10: CCOc1ccccc1-n1c(SCC(N)=O)nnc1-c1ccc(O)cc1
  i, -0.3, i, 1.1, i, i, i, i, i, i, i
11: Cc1cc(C)cc(N(CC(=O)NCc2ccc3c(c2)OCO3)C(=O)CCC(=O)Nc2ccccn2)c1
  i, -0.1, i, 19.3, i, i, i, i, i, i, i
12: O=C(N/N=C1\CC2CC=CC12)c1ccc(Br)cc1 (stereo unspecified)
  i, -0.1, i, 16.3, i, i, i, i, i, i, i
13: COc1cc(Cl)nn(-c2ccccc2)c1=O
  i, 0.2, i, 12.2, i, i, i, i, i, i, i
14: O=C(NCc1n[nH]c(=O)c2ccccc12)C1CC(=O)N(c2ccc(Cl)cc2)C1 (stereo unspecified)
  i, -27.8, i, 29.0, i, i, i, i, i, i, i
15: CCOC(=O)C1CCN(C(=O)CSCc2nc(-c3ccc(OCC)cc3)oc2C)CC1
  i, -0.1, i, 32.8, i, i, i, i, i, i, i
16: COc1ccc(C(C)=O)cc1CSc1nnnn1-c1ccc(O)cc1
  i, 0.2, i, 15.9, i, i, i, i, i, i, i
17: COc1ccc(C(=O)CSc2nc(C(C)(C)C)nc3ccccc23)cc1
  i, -0.2, i, 25.1, i, i, i, i, i, i, i
18: CCSC1=N/C(=C\c2ccccc2)C(=O)N1
  i, 0.5, i, 6.9, i, i, i, i, i, i, i
19: CCCCc1nc2cc(C(=O)NCc3cn(C)nc3C)ccc2o1
  i, -0.3, i, 10.5, i, i, i, i, i, i, i
20: COc1ccc(OC)c(NC(=O)c2ccc(S(=O)(=O)N3CCOCC3)cc2)c1
  i, -0.3, i, 26.6, i, i, i, i, i, i, i
21: CC(NC(=O)c1ccccc1SCC(=O)N1CCCC1)c1ccc(F)cc1 (stereo unspecified)
  i, -0.6, i, 17.1, i, i, i, i, i, i, i
22: CCCNS(=O)(=O)c1cc(Cl)ccc1OC
  i, -0.4, i, 5.4, i, i, i, i, i, i, i
23: Cc1cc(O)c2/c(=N\N)c(-c3csc(C)n3)coc2c1
  i, ., i, 0.3, i, i, i, i, i, i, i
24: CCN(CC)S(=O)(=O)c1cccc2nsnc12
  i, -0.4, i, 12.8, i, i, i, i, i, i, i
25: Fc1ccc(C(Nc2ccccn2)c2c[nH]c3ccccc23)cc1 (stereo unspecified)
  i, 0.1, i, 27.8, i, i, i, i, i, i, i
26: Cc1cccc(C(=O)Nc2cc(C)ccc2NC(=O)COc2ccccc2)c1
  i, 0.0, i, 8.8, i, i, i, i, i, i, i
27: COc1ccc(/C=N/NC(=O)c2cc(O)c(O)c(O)c2)cc1Cn1cc([N+](=O)[O-])cn1
  i, 0.9, i, 29.8, ., i, i, i, ., ., i
28: COc1ccc2cc(CN(CC3CCCO3)S(=O)(=O)c3ccc(C(C)=O)cc3)c(=O)[nH]c2c1 (stereo unspecified)
  i, 2.5, i, 24.0, i, i, i, i, i, i, i
29: Cc1nc(C)c(CCNC(=O)c2ccc(C(F)(F)F)cc2)s1
  i, 0.3, i, 1.7, i, i, i, i, i, i, i
30: COc1ccccc1NC(=O)Cn1c(C)nc2c(sc(=S)n2Cc2ccco2)c1=O
  i, -0.1, i, 38.6, i, i, i, i, i, i, i
31: COc1cccc(OC)c1C(=O)Nc1cccnc1
  i, 2.3, i, 29.8, i, i, i, i, i, i, i
32: O=C(NCc1cccnc1)c1sc2ccccc2c1Cl
  i, 0.0, i, 8.1, i, i, i, i, i, i, i
33: CCn1nc(C(=O)OCc2cccc(S(=O)(=O)N(C)C)c2)c2ccccc2c1=O
  i, -0.3, i, 19.9, i, i, i, i, i, i, i
34: Cc1ccccc1OCC(=O)NC(=S)Nc1ccc(S(=O)(=O)NC2CCCCC2)cc1
  i, -0.1, i, 8.9, i, i, i, i, i, i, i
35: O=C(Nc1ccc(Cl)cc1)N1CC=CCC1
  i, 3.1, i, 11.7, i, i, i, i, i, i, i
36: O=C(COc1ccc2c(-c3ccccc3)cc(=O)oc2c1)NCCCn1ccnc1
  i, 0.0, i, 9.2, i, i, i, i, i, i, i
37: COc1ccc(C(=O)Nn2cnc3ccccc3c2=O)cc1[N+](=O)[O-]
  i, -12.9, i, -24.5, i, i, i, i, i, i, i
38: CC(C)c1csc2nc3n(c(=O)c12)CCCCC3
  i, 0.4, i, 21.3, i, i, i, i, i, i, i
39: CCc1cc(=O)oc2c3c(cc(OCC(=O)NCCCCCC(=O)O)c12)OC(C)(C)CC3
  i, -1.0, i, -10.0, i, i, i, i, i, i, i
40: CC1CCCN(CCCNC(=O)c2ccc3c(c2)N(Cc2ccc(F)cc2)C(=O)c2ccccc2S3=O)C1 (stereo unspecified)
  55*, -0.7, i, -6.9, i, i, -5.06*, i, i, i, i
41: COc1ccc(Cl)cc1NC(=O)CS(=O)(=O)c1cccc2nsnc12
  i, 0.0, i, 16.3, i, i, i, i, i, i, i
42: CCOc1cc(C(=O)Nc2cnccn2)cc(OCC)c1OCC
  i, 1.4, i, 11.6, i, i, i, i, i, i, i
43: COc1ccc(Cl)cc1C(=O)NNC(=O)COC(=O)CC(NC(C)=O)c1ccccc1 (stereo unspecified)
  i, -2.0, i, 10.2, i, i, i, i, i, i, i
44: CCn1c(=O)cc(SCC(=O)Nc2cccnc2)c2ccccc21
  i, 0.1, i, 7.0, i, i, i, i, i, i, i
45: COc1ccc(/C=C/C(=O)Oc2ccc(/C=N/NC(=O)c3ccncc3)cc2)cc1
  i, -0.6, i, 5.5, i, i, i, i, i, i, i
46: CC(=O)N[C@@H](Cc1c[nH]c2ccccc12)C(=O)OCc1ccc(C#N)cc1
  i, 0.6, i, 16.3, i, i, i, i, i, i, i
47: CCCNC(=O)c1cc(-c2ccc(OC)cc2)n(CCCOC)c1C
  i, 0.2, i, 13.2, i, i, i, i, i, i, i
48: COc1ccc(-n2c(SCC(C)=O)nc3sc(C)c(C)c3c2=O)cc1
  i, -0.6, i, 9.6, i, i, i, i, i, i, i
49: CC(C)CCN1CCN(Cc2ccsc2)CC1CCO (stereo unspecified)
  i, 0.2, i, 17.4, i, -8*, i, i, i, i, i
50: CCc1ccc(/C=C/c2c([N+](=O)[O-])c(=O)n(C)c(=O)n2C)cc1
  i, -0.8, i, -10.5, i, i, i, i, i, i, i
51: O=C(COc1ccc(F)cc1)N1CCC(c2ccccc2)C1 (stereo unspecified)
  i, 4.4, i, 13.4, i, i, i, i, i, i, i
52: O=C(C1CCC(CNc2c(N3CCCCC3)c(=O)c2=O)CC1)N1CCc2ccccc2C1 (stereo unspecified)
  i, -0.4, i, 45.5, ., i, i, i, ., ., i
53: COc1cc(N2C(=O)NC3CC2(C)Oc2ccccc23)cc(OC)c1OC (stereo unspecified)
  i, -0.3, i, 17.0, i, i, i, i, i, i, i
54: CCNC(=O)Cn1c(=O)c2c(ncn2Cc2ccccc2)n(Cc2ccccc2)c1=O
  i, 0.2, i, 21.2, i, i, i, i, i, i, i
55: COc1ccc(N(C(=O)Cn2nnc3ccccc32)C(C(=O)NC(C)(C)C)c2ccc(OC)c(O)c2)cc1 (stereo unspecified)
  i, 0.9, i, 6.5, i, i, i, i, i, i, i
56: O=C(N/N=C/c1ccc(OC(=O)c2cccc(Br)c2)cc1)c1cccnc1
  i, -0.3, i, 25.0, i, i, i, i, i, i, i
57: CCCc1cc(=O)oc2cc3occ(C)c3cc12
  i, -0.7, i, 28.3, i, i, i, i, i, i, i
58: CCCn1c(C2CCCN2c2nc(C)cs2)nc2cc(Cl)c(Cl)cc21 (stereo unspecified)
  i, -1.6, i, 15.3, i, i, i, i, i, i, i
59: Cc1csc(NC(=O)C2C3C=CC(O3)C2C(=O)O)n1 (stereo unspecified)
  i, -0.4, i, 13.4, i, i, i, i, i, i, i
60: Cn1/c(=N/N=C/c2ccc(Cl)c([N+](=O)[O-])c2)sc2ccccc21
  i, 2.0, i, 13.9, i, i, i, i, i, i, i
61: O=C(NCc1ccccn1)c1n[nH]c2ccccc12
  i, 2.0, i, 10.3, i, i, i, i, i, i, i
62: Cc1sc2ncn(CC(=O)NCC3COc4ccccc4O3)c(=O)c2c1S(=O)(=O)N1CCOCC1 (stereo unspecified)
  i, 0.5, i, -7.2, i, i, i, i, i, i, i

Source: PubChem BioAssay (several laboratories)

Only part of the results is shown; count on the stated rates, not on these rows.
